From PubChem BioAssay
NCOA2 inhibitor – inhibition of GAL4-SRC2 driven luciferase reporter, primary screen, SRC2 inhibitor project, cell-based, luminescence; inhibition, % at 9 µM; HEK293 GAL4-SRC2 luciferase reporter; 370,000 tested, 0.17% active; Nuclear receptor coactivator 2 (Homo sapiens), Q15596;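 active means inhibition above the mean inhibition of all tested compounds plus 3 SD, set per campaign, cut at about 52% in these data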;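 further: 0% = DMSO treated cells and 100% = cells given Gossypol at 36 µM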
Target sequence (Q15596 whole entry, looked up, the tested form may be a part): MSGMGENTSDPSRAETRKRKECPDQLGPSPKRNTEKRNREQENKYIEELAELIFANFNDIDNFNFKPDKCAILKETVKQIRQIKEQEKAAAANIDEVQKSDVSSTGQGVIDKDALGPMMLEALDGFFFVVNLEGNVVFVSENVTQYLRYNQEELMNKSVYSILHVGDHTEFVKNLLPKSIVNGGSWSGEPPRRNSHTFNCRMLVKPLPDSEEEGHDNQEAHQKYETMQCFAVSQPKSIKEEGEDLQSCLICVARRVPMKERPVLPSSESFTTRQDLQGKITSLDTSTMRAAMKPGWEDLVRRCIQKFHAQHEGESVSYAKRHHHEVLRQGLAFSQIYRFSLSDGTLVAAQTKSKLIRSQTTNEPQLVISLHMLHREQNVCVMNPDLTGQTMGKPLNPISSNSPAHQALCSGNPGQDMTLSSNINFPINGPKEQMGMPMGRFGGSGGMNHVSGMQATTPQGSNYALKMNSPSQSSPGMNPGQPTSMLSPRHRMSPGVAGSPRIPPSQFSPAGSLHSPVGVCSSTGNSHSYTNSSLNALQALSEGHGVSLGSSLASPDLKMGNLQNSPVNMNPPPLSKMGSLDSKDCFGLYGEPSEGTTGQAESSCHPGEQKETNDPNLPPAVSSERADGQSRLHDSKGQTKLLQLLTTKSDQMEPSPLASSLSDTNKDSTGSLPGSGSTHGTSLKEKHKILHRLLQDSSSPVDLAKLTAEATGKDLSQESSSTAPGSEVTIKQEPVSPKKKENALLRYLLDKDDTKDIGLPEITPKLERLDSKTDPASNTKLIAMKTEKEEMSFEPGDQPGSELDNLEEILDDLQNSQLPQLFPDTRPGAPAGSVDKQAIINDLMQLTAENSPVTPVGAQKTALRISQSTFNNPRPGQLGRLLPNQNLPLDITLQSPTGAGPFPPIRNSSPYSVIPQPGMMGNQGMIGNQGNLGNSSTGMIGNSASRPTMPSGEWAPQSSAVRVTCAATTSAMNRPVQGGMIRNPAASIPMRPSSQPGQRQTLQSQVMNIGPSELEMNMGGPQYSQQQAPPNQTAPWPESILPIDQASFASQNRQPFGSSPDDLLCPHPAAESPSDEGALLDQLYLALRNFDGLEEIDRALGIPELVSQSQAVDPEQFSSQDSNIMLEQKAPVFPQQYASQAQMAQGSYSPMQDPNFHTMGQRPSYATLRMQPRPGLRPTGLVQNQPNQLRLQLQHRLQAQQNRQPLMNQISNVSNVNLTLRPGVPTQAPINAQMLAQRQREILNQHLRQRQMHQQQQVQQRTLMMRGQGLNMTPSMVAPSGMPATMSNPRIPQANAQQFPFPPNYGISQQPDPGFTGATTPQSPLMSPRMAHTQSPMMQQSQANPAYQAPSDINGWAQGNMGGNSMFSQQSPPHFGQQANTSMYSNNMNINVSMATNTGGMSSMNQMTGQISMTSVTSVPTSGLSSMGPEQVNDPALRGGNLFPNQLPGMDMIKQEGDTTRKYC
Glyco luc inh – increase of ERlucT glycosylation luciferase signal, primary screen, N-linked glycosylation inhibitor project, D54 ERlucT cells, luminescence, set 2; D54 ERlucT glycosylation luciferase reporter, 24 h; percent of 100 nM tunicamycin response; reporter increase, % at 12.5 µM; 360,000 tested, 0.23% active; AID 588692, 2011;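 active means mean luciferase reporter signal, scaled so untreated is 0 and the glycosylation-blocking control 100, at or above a set limit in every replicate; inconclusive means mean reaches the limit but not every replicate does; inactive means mean below the limit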;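 further: luciferase carries N-glycosylation sites so blocking glycosylation raises the light; 0% = median of neutral control wells and 100% = median of 100 nM tunicamycin wells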
ABHD5 PLIN5 PPI – ABHD5-PLIN5 interaction inhibitors, primary screen, cell lysate, split luciferase complementation, luminescence. Perilipin-5 (Homo sapiens) + 1-acylglycerol-3-phosphate O-acyltransferase ABHD5 (Homo …. Split G. princeps luciferase complementation, 4 h. inhibition, % at 4 µM. 360,000 tested, 0.78% active;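 active means inhibition above the mean inhibition across every tested compound plus 3 SD, cut at about 22% in these data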;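 further: 0% = DMSO only wells and the 100% control is not disclosed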
MC4R ag barr – MC4R agonists recruiting beta-arrestin, primary screen, cell-based, luminescence, agonist arm of biased-ligand search; activation, % at 8.9 µM; AID 540308, 2011; 360,000 tested, 0.98% active; Melanocortin receptor 4 (Homo sapiens), P32245; U2OS MC4R beta-arrestin complementation; percent of melanotan II response, DMSO zero;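 active means activation above a per-plate cutoff, the mean activation of sample wells on that plate plus 3 SD, cut at about 8% in these data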
MC4R antagonist – MC4R antagonists of cAMP signaling, primary screen, cell-based, TR-FRET, antagonist arm of biased-ligand search | Melanocortin receptor 4 (Homo sapiens), P32245 | MC4R-expressing cells, MTII-stimulated cAMP, LANCE TR-FRET | inhibition, % at 6.5 µM | 360,000 tested, 0.48% active | AID 540295, 2011;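 active means inhibition above its plate's cutoff, the mean of tested wells on that plate plus 3 SD, cut at about 29% in these data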;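 further: 0% = Melanotan II alone and 100% = Melanotan II plus saturating MCL0020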
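Assay system: U2OS cells stably expressing human melanocortin 4 receptor (MC4R) / Dosing: 6.5 µM / Timing: compound 30 min, challenge 1 h, detection 1 h / Measured by: Eu-cAMP/anti-cAMP TR-FRET, emission 671 nm / Replicates: singlicate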
TLR9-MyD88 block – inhibitors of TLR9-MyD88 association in cells, primary screen, cell-based, CHO, BLA complementation, fluorescence | AID 504734, 2011 | inhibition, % at 4.98 µM | 340,000 tested, 0.21% active | Toll-like receptor 9 (Homo sapiens) + Myeloid differentiation primary response protein … | CCF4 FRET ratio;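 active means inhibition above the mean over all tested compounds plus 3 SD, cut at about 21% in these data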;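 further: 0% = DMSO only wells and 100% = clavulanate BLA inhibitor control wells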
NOD2-RIPK2 inh – NOD2-RIPK2 binding disruptors in cells, primary screen, fluorescence, CHO cells, BLA complementation; CCF4 ratio; inhibition, % at 4.98 µM; 360,000 tested, 0.38% active; AID 624267, 2012; in the data active means inhibition above about 21%;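 further: 0% = vehicle only and 100% = reference blocker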
ABCB6 inh 2 – ABCB6 transporter inhibitors, primary screen, K562-ABCB6 cells, flow cytometry, MLPCN library. ATP-binding cassette sub-family B member 6 (Homo sapiens), Q9NP58. K562-ABCB6 porphyrin accumulation, 1 h; stronger effect = lower value. fluorescence ratio to DMSO, % at 10 µM. 360,000 tested, 0.19% active. AID 602162, 2011;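 active means fluorescence ratio to DMSO below 75%, the collection mean minus 3 SD; inconclusive means too few cells collected in the well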;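 further: signal is porphyrin accumulated inside mitochondria; 100% equals median channel fluorescence of DMSO control wells; lower ratio means ABCB6 inhibition with less porphyrin fluorescence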
Cardio protect – cardioprotection against H2O2-induced cell death, primary screen, uHTS, H9c2 cells, ATPLite luminescence; AID 588492, 2011; protection from H2O2 cell death, % at 20 µM; 360,000 tested, 0.63% active; H9c2 cardiomyocytes, H2O2 injury protection, 2 h;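 active means compounds giving at least 50% protection of heart cells from peroxide-induced death in the single-dose screen, raw or plate-pattern-corrected value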;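 further: 0% = DMSO wells with peroxide and 100% = DMSO wells without peroxide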
HTR2A ag – mouse Htr2a agonists via beta-arrestin recruitment, primary screen, cell-based, luminescence; 5-hydroxytryptamine receptor 2A (Mus musculus), P35363; CHO-K1 mHTR2A beta-arrestin complementation; percent of 30 µM serotonin response; activation, % at 7.6 µM; 360,000 tested, 0.66% active; AID 624169, 2012;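 active means activation above a run cutoff, the mean activation of all tested compounds plus 3 SD, cut at about 14% in these data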;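 further: 0% = plate median of compound wells and 100% = 30 µM serotonin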
An asterisk follows results filed as active; ? = inconclusive; · = no result given.

SMILES	NCOA2 inhibitor	Glyco luc inh	ABHD5 PLIN5 PPI	MC4R ag barr	MC4R antagonist	TLR9-MyD88 block	NOD2-RIPK2 inh	ABCB6 inh 2	Cardio protect	HTR2A ag
C[C@]1(O)CC(=O)C=C[C@H]1Nc1ccccc1	5.2	44.0*	6.9	-1.1	8.8	0.6	1.3	105.0	34.3	1.0
Cc1occc1C(=O)N(C)Cc1nc(-c2ccccc2)no1	9.8	0.6	-4.9	-1.4	-0.9	-5.8	-3.8	100.0	3.0	-4.1
CCOC(=O)/C=C1\SCC(=O)N1Cc1nnc(-c2ccccc2Br)o1	-28.9	1.1	-0.4	0.5	3.5	-5.5	-3.8	96.0	-6.8	1.1
CC(C)(C)NC(=O)C(c1ccc(-c2ccccc2)cc1)N(C[C@H]1CC[C@@H]([C@@H]2CC[C@H](CO)O2)O1)C(=O)c1cccc(Cl)c1 (some centres not stated)	-21.1	-1.1	-4.9	0.5	9.0	-0.6	-2.3	98.0	11.8	1.0
COCCN1CCN(C(=O)C2CCC(=O)N(Cc3ccccc3F)C2)CC1 (configuration not stated)	-31.2	2.6	0.1	-1.5	4.4	6.2	1.0	95.0	1.9	-5.8
NNC(=O)c1cc2sccc2s1	-27.9	0.1	1.6	-2.0	-18.0	5.6	8.7	97.0	7.5	0.5
O=C(COC(=O)c1ccc(S(=O)(=O)N2CCCCCC2)cc1)Nc1ccccc1C(F)(F)F	5.0	0.6	-2.1	-0.4	1.2	-1.1	-10.4	98.0	2.5	4.3
COc1ccccc1N1CCN(C(=O)CN2C(=O)c3cccc4cccc(c34)C2=O)CC1	4.5	2.9	1.7	0.1	17.7	-4.5	-9.5	98.0	15.9	-1.6
O=C1NCCCC1C(=O)N/N=C/c1cccc([N+](=O)[O-])c1 (configuration not stated)	-3.4	-1.2	0.9	-2.3	-7.7	·	1.8	92.0	9.2	-0.5
O=C(COc1ccc(Br)cc1)N1CCC(c2ccccc2)C1 (configuration not stated)	-35.2	-2.5	0.5	0.2	-2.2	3.9	4.8	98.0	-14.3	-2.3
COc1ccccc1NS(=O)(=O)c1cc(NC(=S)NCC2CCCO2)ccc1C (configuration not stated)	9.6	-3.3	0.3	-0.3	20.3	3.1	-3.8	98.0	3.1	-0.9
Cc1nn(C)c(Oc2ccccc2)c1CCNC(=O)CC(C)C	-26.3	0.8	-0.1	1.2	17.0	-0.6	-3.9	92.0	-14.1	6.9
Cc1cc(SCC(=O)OCC(=O)N(C)c2ccccc2)nc2ccccc12	-19.0	-0.7	-1.5	1.6	-6.5	2.3	-8.8	101.0	-1.7	-1.8
Cc1oc(-c2ccccc2F)nc1CS(=O)(=O)CC(=O)NC1CCCC(C)C1C (configuration not stated)	9.2	-0.3	0.1	1.0	-2.8	4.9	-6.6	104.0	-5.4	2.4
CN(C)CCNC(C(=O)Nc1cccc(S(=O)(=O)N2CCOCC2)c1)c1ccccc1 (configuration not stated)	-15.0	1.6	-1.5	-1.8	-3.5	-4.7	-5.4	111.0	6.4	-1.1
O=C(Nc1ccccc1C(=O)Nc1ccncc1)c1cccc([N+](=O)[O-])c1	-50.7	0.3	-4.2	-2.7	5.8	-4.1	2.0	97.0	6.4	3.6
CCOC(=O)C1CCN(C(=O)c2cc(COc3ccc(OC)c4ccccc34)on2)CC1	-63.3	2.3	-4.2	-3.1	-2.5	0.7	-3.6	103.0	-3.7	8.7
COc1ccc(C(=O)NC(=S)Nc2ccc3oc(=O)ccc3c2)cc1OC	-36.2	1.2	5.2	-2.0	11.0	-5.6	-2.9	99.0	13.8	2.4
CC(C)(C)NC(=O)/C=N/O	-3.6	0.7	-1.7	2.5	20.2	-10.0	-4.2	105.0	-0.9	0.4
CC1(c2ccccc2)NC(=O)N(CC(=O)Nc2ccc(S(=O)(=O)Nc3ncccn3)cc2)C1=O (configuration not stated)	-30.4	2.4	2.5	1.0	-4.1	-6.8	-2.6	95.0	-0.7	-2.1
c1ccc(-c2cnc(-c3ccccc3)nc2)cc1	-63.5	-17.2	-0.5	-0.7	11.9	-11.8	-3.0	93.0	-10.7	0.5
Cc1cc(C)n2nc(C(=O)OCC(=O)Nc3ccc(C)c(S(=O)(=O)N(C)C)c3)nc2n1	-7.9	-0.3	-0.9	1.4	0.2	4.1	7.3	100.0	11.4	-2.9
O=C(COc1ccccc1Br)NC(=O)NC1CCCC1	-46.5	-0.4	9.0	-2.3	6.0	-1.5	-2.4	100.0	-1.2	4.9
Cc1onc(-c2ccccc2Cl)c1C(=O)Nc1ccccc1	19.8	-1.6	-19.0	1.3	-0.2	-7.8	-0.3	93.0	5.9	-3.1
CC(C)CCN1CCC(CN2C(=O)C(=O)NC[C@@H]2CC(C)C)CC1	-21.6	3.3	0.6	·	·	·	-1.4	97.0	4.2	3.4

Additional entries:
SMILES	NCOA2 inhibitor	Glyco luc inh	ABHD5 PLIN5 PPI	MC4R ag barr	MC4R antagonist	TLR9-MyD88 block	NOD2-RIPK2 inh	ABCB6 inh 2	Cardio protect	HTR2A ag
CC(=O)NC(C)Cc1cn(Cc2ccccc2)c2ccccc12 (configuration not stated)	-23.6	-4.3	8.0	0.4	-4.5	-1.4	9.1	96.0	-2.4	-12.7
CC(C)[C@H](NC(=O)c1ccccc1)C(=O)NCCc1ccccc1	-14.3	1.1	2.2	-1.8	5.9	-1.6	-8.4	75.0	-0.4	-6.4
COc1ccc(-n2c(=O)c(NC(=O)c3ccccc3)c3n(c2=S)CCCCC3)cc1	-6.5	-1.3	-3.8	1.3	3.8	-4.3	0.1	97.0	-10.8	-1.6
NNC(=O)c1cn2ccccc2n1	-37.1	0.3	-2.4	-1.7	-8.0	-3.4	7.0	103.0	2.4	1.4
CC(=O)NC(c1ccccc1)c1nc(-c2cnc3ccccc3c2)cs1 (configuration not stated)	-29.4	2.0	6.3	1.3	0.2	·	-7.8	86.0	1.0	3.1
Cc1nn(-c2nc3ccccc3s2)c(N)c1Sc1ccc(F)cc1	-44.2	?	-0.9	14.7*	0.2	1.4	4.1	101.0	-1.1	-3.4
CCn1ccnc1CN(C)C(=O)c1cc(COc2ccc(-n3cncn3)cc2)on1	-2.9	-0.9	-5.1	-0.3	18.6	1.9	-14.7	99.0	-3.0	0.3
COc1ccc(C(CNC(=O)c2ccc(NS(=O)(=O)c3ccc(F)c(C)c3)cc2)N2CCOCC2)cc1 (configuration not stated)	-10.7	-1.9	-0.1	0.3	10.3	-0.5	0.4	96.0	-4.1	4.1
O=c1cc(CSc2nnnn2-c2ccccc2)nc2nc[nH]n12	22.7	2.5	-5.7	-2.2	-2.7	0.1	7.2	64.0*	-11.1	0.7
C=C(C)COc1ccc(-c2nc(N)ncc2-c2ccccc2OC)c(O)c1	-14.8	-4.1	-8.2	1.7	15.0	-1.3	-2.6	96.0	-8.8	0.6
COc1ccc(S(=O)(=O)Nc2ccc(S(=O)(=O)Nc3ccc(F)cc3)cc2)cc1C	-11.8	0.0	2.4	1.9	12.9	-4.6	-8.3	94.0	-10.3	-5.2
O=C(Nc1ccc(COc2ccccc2)cc1)Oc1ccccc1N1CCOCC1	-1.4	3.4	-1.8	-3.5	0.6	5.6	-8.5	94.0	9.7	6.5
CCc1ccc(-c2cn3nc(-c4ccccc4)cnc3n2)cc1	-9.1	0.9	2.6	-1.6	-0.8	-14.5	0.1	103.0	-0.4	-1.8
CC(C(=O)NCc1ccccc1Cl)n1cc([N+](=O)[O-])cn1 (configuration not stated)	11.9	3.7	-5.2	-0.5	17.8	1.5	6.0	105.0	6.4	-3.2
COc1cc(CN2CCN(C(=O)c3cccc4ccccc34)CC2)cc(OC)c1O	11.2	2.1	-5.0	0.5	-0.1	-13.8	4.4	105.0	-0.4	-4.3
CCSCCC(NC1=CC(=O)CC(C)(C)C1)C(=O)O (configuration not stated)	-0.6	-2.5	5.2	0.5	3.9	1.9	-10.7	104.0	3.5	-4.6
Cc1ccccc1NC(=O)COC(=O)c1ccc(C)c(S(=O)(=O)N2CCCCC2)c1	28.8	-2.2	1.3	0.8	-0.1	-4.5	-9.0	92.0	-6.0	-0.1
Cc1ccc(N(CC(=O)NCC2CCCO2)C(=O)CCC(=O)Nc2ccccn2)cc1 (configuration not stated)	-5.0	1.6	2.4	-2.0	21.0	0.7	-10.8	97.0	1.2	0.5
COCC(=O)N[C@H]1CC[C@@H](CC(=O)NCc2ccccc2OC)O[C@@H]1CO	6.9	·	-7.4	·	·	·	-7.9	·	·	6.7
CON(C)S(=O)(=O)c1cccc(C(=O)Nc2ccc(S(=O)(=O)NC3=NCCCCC3)cc2)c1	4.7	-6.5	0.1	-0.5	-0.5	-4.4	-11.9	100.0	-9.9	10.3
CCCC(CCC(=O)Nc1ccn(-c2ccccc2)n1)C(=O)O (configuration not stated)	10.6	0.5	3.9	-2.6	1.9	-9.3	-11.7	95.0	-6.7	5.8
CCOc1ccc(OCc2ccc(C(=O)NCc3cccnc3)o2)cc1	5.8	-2.3	4.4	-0.7	11.1	-6.0	-1.7	94.0	-4.2	-0.2
CCNc1c([N+](=O)[O-])c(=O)n(CC)c2ccccc12	-3.4	0.7	2.1	0.0	-2.0	·	-6.5	97.0	7.5	4.9
Cc1nc2ccccc2n1CC(=O)OCC(=O)Nc1ccc2c(c1)OCCO2	-26.5	0.8	0.7	-2.9	6.7	-6.4	-13.5	82.0	3.3	-2.6
Oc1ccc(C[C@H]2CN([C@@H](Cc3ccccc3)CN3CCCC3CN3C(=S)NC[C@@H]3Cc3ccccc3)C(=S)N2CC2CCCCC2)cc1 (some centres not stated)	4.6	·	-5.2	·	·	·	-1.7	96.0	·	5.2

Shown with bars between the fields: entries from further up
structure | NCOA2 inhibitor | Glyco luc inh | ABHD5 PLIN5 PPI | MC4R ag barr | MC4R antagonist | TLR9-MyD88 block | NOD2-RIPK2 inh | ABCB6 inh 2 | Cardio protect | HTR2A ag
CCOc1ccc(OCc2ccc(C(=O)NCc3cccnc3)o2)cc1 | 5.8 | -2.3 | 4.4 | -0.7 | 11.1 | -6.0 | -1.7 | 94.0 | -4.2 | -0.2
CCNc1c([N+](=O)[O-])c(=O)n(CC)c2ccccc12 | -3.4 | 0.7 | 2.1 | 0.0 | -2.0 | · | -6.5 | 97.0 | 7.5 | 4.9

This is a subset; count on the stated rates, not on these rows.
